LmPK inh: inhibitors of Leishmania mexicana pyruvate kinase. Q27686. purified LmPK, Kinase-Glo ATP luminescence, 1 h. Potency, µM (doses to about 57.5 µM), without a hit: at the highest dose activity change, negative = inhibition, usual class: inhibitors. 290,000 tested, 0.37% active
Target sequence (Q27686 whole entry, looked up): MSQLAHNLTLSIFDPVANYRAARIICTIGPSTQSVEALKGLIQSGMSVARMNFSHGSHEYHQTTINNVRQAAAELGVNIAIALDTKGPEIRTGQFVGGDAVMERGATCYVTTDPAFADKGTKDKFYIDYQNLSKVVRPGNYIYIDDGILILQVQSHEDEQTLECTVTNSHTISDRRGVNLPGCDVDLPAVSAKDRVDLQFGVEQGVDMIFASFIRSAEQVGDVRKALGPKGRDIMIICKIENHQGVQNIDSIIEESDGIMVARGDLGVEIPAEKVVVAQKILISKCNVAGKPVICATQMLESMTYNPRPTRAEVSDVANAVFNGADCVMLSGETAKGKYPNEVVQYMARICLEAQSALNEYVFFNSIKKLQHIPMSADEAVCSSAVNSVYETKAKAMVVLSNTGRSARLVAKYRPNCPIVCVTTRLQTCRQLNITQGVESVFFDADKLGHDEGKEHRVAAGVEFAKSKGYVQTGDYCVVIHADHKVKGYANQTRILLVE
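In 50 mM imidazole pH 7.2 with 7 mM MgCl2, LmPK (0.1 nM) turned over PEP (0.5 mM) and ADP (0.1 mM) for 1 h at room temperature. Luciferase read-out of ATP.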
Tb PYK inh: T. brucei pyruvate kinase inhibition; Potency, µM (doses to about 76.8 µM), for the others: top-dose activity, negative = inhibition, hits mostly inhibitors; Q57TT1; 410,000 tested, 0.12% active; TbPYK enzyme, Kinase-Glo Plus ATP luminescence, 45 min; further: nearly all actives have a fitted effect of over 50% in size
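In this concentration-response screen, enzyme-free wells defined baseline while DMSO plates tracked drift. Each reaction combined TbPYK, substrate, compound and 130 uM ADP for 45 min at room temperature. Kinase-Glo Plus luminescence gave the signal.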
Pf growth 96h: P. falciparum growth inhibition at 96 hours; P. falciparum luciferase reporter growth, 96 h; Potency, µM (doses to about 28.7 µM), for inactives: at the top dose activity change, negative = inhibition, hits mostly inhibitors; 320,000 tested, 6.9% active; AID 504834
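Readout is luminescence from an integrated firefly luciferase in P. falciparum. Red cells, 2% hematocrit and 0.05% parasitemia final, were cultured with compound through two parasite generations (96 hours) at 37 C, 5% CO2.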
HCV inh: inhibitors of hepatitis C virus infection. Potency, µM (series often up to 41.8 µM), inactives show at the top dose activity change, negative = inhibition, actives largely listed as inhibitors. AID 651820. Huh7.5.1 HCVcc-Cre infection, luciferase reporter, 44 h. 340,000 tested, 3.4% active
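After 44 h co-culture of compound, cells and HCVcc-Cre (~0.5 moi), substrate is added for 15 min at room temperature and luciferase measured over 15 sec. Cells were seeded at 1,000/well and pre-cultured 4 h.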
Pf growth 48h: inhibits P. falciparum growth in the first generation, 48 h; P. falciparum luciferase growth in erythrocytes, 48 h; Potency, µM (series often up to 28.7 µM), for the others: at the top dose activity change, negative = inhibition, usual class: inhibitors; 310,000 tested, 5.9% active; AID 504832
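Luminescence readout; reporter = integrated firefly luciferase in P. falciparum. RBC culture at 2% hematocrit, 0.1% parasitemia final, 37 C/5% CO2; decreased signal taken as growth inhibition.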
Sm TGR inh: blocks Schistosoma mansoni thioredoxin glutathione reductase; Q962Y6; purified TGR, DTNB reduction, TNB absorbance 405 nm; 360,000 tested, 3% active; Potency, µM (highest dose often 114 µM), for the others: at the highest dose activity change, negative = inhibition, most hits filed as inhibitors; AID 485364; further: nearly all actives have a fitted effect of over 60% in size
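First, TGR (20 nM dispensed) and NADPH were mixed with compound. Second, a 15 min room-temperature incubation followed. Third, further NADPH and then DTNB were added to start the reaction. Finally, TNB absorbance was monitored kinetically.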
An asterisk follows results filed as active; i = inactive; ? = inconclusive; nt = no result given; [ ] = remark or other dose. The call rests on the fitted dose curve; in most records, active means well fitted curve in the direction sought with a large enough effect; inconclusive means small, poorly fitted or top-dose-only effect, or another doubt; inactive means no such curve, though single readings can be large; an effect the other way counts as inactive or inconclusive. On the % scale 0 is the no-effect control and ±100 the full control effect; potency means the concentration at half of the fitted maximal effect.

SMILES	LmPK inh	Tb PYK inh	Pf growth 96h	HCV inh	Pf growth 48h	Sm TGR inh
Cc1ccc(S(=O)(=O)CCC(=O)OCn2nnc3ccccc3c2=O)cc1	1%	3%	27%	11%	-1%	nt
COC(=O)c1[nH]c2ccccc2c1NC(=O)CN1CCN(Cc2ccc3c(c2)OCO3)CC1	6%	-2%	nt	?	?	55%[activator]
COc1cc(/C=C(/C#N)c2nc3ccccc3[nH]2)ccc1OC(=O)c1ccco1	-9%	-13%	24%	?	30%[activator]	-15%
CC(SCc1cn2cc(Cl)ccc2n1)C(=O)O (centres undefined)	2%	-5%	0%	-4%	41%[activator]	-29%
N#Cc1ccc(Sc2nc3ccccc3[nH]2)cc1C#N	4%	3%	34%[activator]	-5%	15%	10%
CCCC(=O)NC(c1ccco1)c1cc(Cl)c2cccnc2c1O (centres undefined)	6%	-19%	nt	11µM*	12µM*	-23%
COc1ccc(C)cc1CN1C(=O)c2ccccc2C1=O	0%	4%	45%[activator]	-10%	8%	8%
COc1ccc(S(=O)(=O)N2CCN(C(=O)CC(C)C)CC2)cc1	-1%	-21%	98%[activator]	24%	-1%	15%
CC(C)CCN1CCN(Cc2cccn2-c2ccc(Cl)cn2)CC1CCO (centres undefined)	-5%	-7%	0%	-7%	9.3µM*	-11%
C=CCn1c(NC(=O)CC)c(C(=O)OCC)sc1=S	4%	-3%	-5%	11%	nt	3%

Some values from the results shown.
`C=CCn1c(NC(=O)CC)c(C(=O)OCC)sc1=S` | Tb PYK inh: -3%
`Cc1ccc(S(=O)(=O)CCC(=O)OCn2nnc3ccccc3c2=O)cc1` | LmPK inh: 1%
`CC(SCc1cn2cc(Cl)ccc2n1)C(=O)O` (centres undefined) | LmPK inh: 2%
`CC(C)CCN1CCN(Cc2cccn2-c2ccc(Cl)cn2)CC1CCO` (centres undefined) | HCV inh: -7%

5 compounds out of the list, ordered by molar mass, smallest number first.
SMILES	LmPK inh	Tb PYK inh	Pf growth 96h	HCV inh	Pf growth 48h	Sm TGR inh
N#Cc1ccc(Sc2nc3ccccc3[nH]2)cc1C#N	4%	3%	34%[activator]	-5%	15%	10%
CCCC(=O)NC(c1ccco1)c1cc(Cl)c2cccnc2c1O (centres undefined)	6%	-19%	nt	11µM*	12µM*	-23%
COc1cc(/C=C(/C#N)c2nc3ccccc3[nH]2)ccc1OC(=O)c1ccco1	-9%	-13%	24%	?	30%[activator]	-15%
Cc1ccc(S(=O)(=O)CCC(=O)OCn2nnc3ccccc3c2=O)cc1	1%	3%	27%	11%	-1%	nt
CC(C)CCN1CCN(Cc2cccn2-c2ccc(Cl)cn2)CC1CCO (centres undefined)	-5%	-7%	0%	-7%	9.3µM*	-11%

The main list resumes, repeating the 2 entries before the break.
SMILES	LmPK inh	Tb PYK inh	Pf growth 96h	HCV inh	Pf growth 48h	Sm TGR inh
CC(C)CCN1CCN(Cc2cccn2-c2ccc(Cl)cn2)CC1CCO (centres undefined)	-5%	-7%	0%	-7%	9.3µM*	-11%
C=CCn1c(NC(=O)CC)c(C(=O)OCC)sc1=S	4%	-3%	-5%	11%	nt	3%
Cc1cccc([C@@H]2[C@@H]3C(=O)N(Cc4ccccc4)C(=O)[C@@H]3[C@]3(Cc4ccccc4)C(=O)N(c4ccccc4)C(=O)N23)c1	nt	-4%	8.3µM*	-1%	10µM*	-15%
COc1ccccc1/C=N\N=C(\N)c1ccccn1	-20%	1%	10%	-16%	140%[activator]	4%
CC(Sc1nc2ccccc2[nH]1)C(=O)Nc1ccc2c(c1)OCCO2 (centres undefined)	3%	1%	32%[activator]	?	5%	3%
Cc1noc(C)c1COc1ccc(C(=O)NCCOc2ccccc2)cc1	nt	-12%	34%	-7%	?	2%
Cc1cccc(NC(=O)CSc2nnc(Cn3cnc4ccccc43)o2)c1	-3%	3%	9%	20%	16%	0%
O=C(CC(c1ccc(F)cc1)c1ccco1)N1CCCC1 (centres undefined)	5%	-11%	?	12%	?	14µM*
COc1ccc2c(c1)CC/C(=C\c1ccc(OC)c(Cn3nc(C)cc3C)c1)C2=O	-4%	-1%	9%	4µM*	nt	-9%
O=C(Cn1cnc2ccccc2c1=O)c1ccc2c(c1)OCCO2	2%	2%	i	17%	200%[activator]	-27%
O=C(NNC1=Nc2ccccc2SC1)c1ccc(F)cc1	-7%	1%	?	?	10µM*	7%
CCc1cc(Cn2nc(-c3ccccc3)cc2C(=O)O)on1	nt	3%	-10%	1%	-1%	-2%
CCN1CCN(c2cc(C)c3cc(NC(=S)NCc4cccs4)ccc3n2)CC1	1%	-7%	?	?	?	?
O=C(CSc1ccc(-c2ccco2)nn1)c1ccc(F)cc1	-8%	20µM*	-9%	?	15%	20µM*
COc1ccc(CCNC(=O)COC(=O)c2ccc(C)s2)cc1	nt	2%	-12%	-14%	-21%	-1%
Nc1ncncc1-c1ccc2ccccc2c1	1%	0%	1%	9%	-7%	17%
COc1ccc(S(=O)(=O)NCc2cccnc2)cc1C(=O)N1CCCCC1	-5%	0%	-12%	17%	1%	-11%
CN(C(=O)c1ccccc1OCc1ccc(F)cc1)c1c(N)n(Cc2ccccc2)c(=O)[nH]c1=O	nt	3%	-14%	13%	?	-3%
CC(NC(=O)c1ccco1)C(=O)O (centres undefined)	nt	4%	43%[activator]	6%	32%[activator]	0%
Cc1nn(Cc2ccccc2)c2c1C(c1ccccc1)C(C#N)=C(N)O2 (centres undefined)	3%	0%	-112%	18%	-11%	-9%
CCN(CC)C(=O)Oc1nnc(SC(C)C)n1-c1ccc(Cl)cc1	1%	-7%	?	-3%	?	8%
N#Cc1ccccc1NC(=O)c1ccc2c(c1)OCO2	-4%	3%	27%	14%	98%[activator]	-12%
CN(C)C(CNC(=O)CCc1nc2sc3c(c2c(=O)[nH]1)CCCC3)c1ccccc1 (centres undefined)	nt	-7%	?	?	?	-2%
CC(=O)Nc1ccccc1S(=O)(=O)CC1CC1(Cl)Cl (centres undefined)	6%	7%	8%	12%	19%	3%
COc1ccc(N2CCN(C(=O)CCCSc3nc4ccccc4[nH]3)CC2)cc1	12%	-6%	9.3µM*	?	nt	0%
COc1ccc2c(N)c(C(=O)NN)[nH]c2c1	2%	-7%	6%	-13%	7%	-8%
COc1ccc(O)c(/C=N/NC(=O)c2cccc(N3CCCC3=O)c2)c1	-7%	3%	33%[activator]	?	?	-6%
C/C(=N\NC(=O)c1cc(-c2ccc(C)s2)[nH]n1)c1ccco1	-4%	-2%	87%[activator]	-23%	76%[activator]	5%
CC1(C)Cc2c(cnn2-c2ccc(F)cc2)C(NC(=O)CCc2ccncc2)C1 (centres undefined)	5%	1%	-13%	9%	?	1%
CCCN(Cc1cc2ccc(C)cc2[nH]c1=O)C(=O)c1cccnc1	-8%	6%	nt	-27%	?	-1%
O=C(Cn1cnc2c(cnn2-c2ccccc2)c1=O)c1ccc(Cl)cc1	0%	-2%	4%	8%	13%	-16%
COc1ccc(C(=O)/C(=C\c2sccc2C)c2nc3ccccc3o2)cc1	1%	nt	3.3µM*	-5%[0.335 µM]	?	-15%
COc1ccc(OCc2nc3ccccc3n2C(C)C)cc1	3%	4%	41%[activator]	-31%	-12%	0%
Nc1c(C(=O)C2CC2)sc2nc(-c3cccs3)cc(C(F)(F)F)c12	-2%	-8%	nt	-30%	8%	-1%
O=C1CCCC1C(=O)Nc1ccc2ccccc2c1 (centres undefined)	0%	5%	34%[activator]	-20%	24%	2%
Cn1c(-c2ccccc2)cnc1SCC(=O)NCc1ccco1	0%	3%	nt	-5%	-5%	40µM*
Cc1cc(C)n(-c2ccc(NC(=O)C3CCCCN3Cc3cccc4c3OCO4)cc2)n1 (centres undefined)	-1%	7%	17%	?	20%	9%
C#CCNC(=O)C1=C[C@@H](c2ccc(Br)cc2)C[C@@H](OCCCCO)O1	3%	2%	8.3µM*	-20%	?	0%
CCOC(=O)c1ccc(NC(=S)N2CCN(CCNC3=CC(=O)CC(C)(C)C3)CC2)cc1	2%[11.5 µM]	-8%	-18%	-13%	0.026µM*	11%
O=C(Cc1cccs1)NCc1cccc(Br)c1	2%	9%	107%[activator]	-12%	36%[activator]	2%
COc1cccc(N2CCN(S(=O)(=O)c3ccc4c(c3)NC(=O)C(C)C(=O)N4)CC2)c1 (centres undefined)	-5%	-4%	?	-4%	-23%	5%
CCCOC(=O)C1=C(C)OC23OC(N)=C(C#N)C12C(=O)c1ccccc13 (centres undefined)	3%	-7%	-19%	-29%	?	-9%
COc1ccc(S(=O)(=O)NCC2CCC(C(=O)NCCCN3CCCC3=O)CC2)cc1 (centres undefined)	7%	-3%	0%	7%	9%	-12%
COc1ccc(NC(=O)C2CCN(S(=O)(=O)c3cccc4cccnc34)CC2)cc1	3%	-5%	-19%	-22%	-28%	6%
CC(C)(C)c1ccc(C(=O)Nc2sc3c(c2C(=O)O)CCC3)cc1	3%	-6%	28%	-20%	-29%	-14%
COc1ccc(CNC(=O)N2CCN(S(=O)(=O)c3ccccc3F)CC2)cc1	2%	-1%	-26%	4%	?	2%
Cc1nc2ccc(NC3=NCCCCC3)cc2s1	42%	-22%	0%	2%	nt	24%[11.4 µM]
CC1(C(=O)O)Oc2cccnc2NC1=O (centres undefined)	3%	7%	44%[activator]	4%	-8%	2%
Cc1ccc2cc(C=O)c(Cl)nc2c1	-7%	-17%	?	14%	4%	-13%
Oc1ccc(CN2CCCCC2)nc1-c1ccccc1	4%	5%	?	1%	0.52µM*	-1%
O=C(CCN1C(=O)/C(=C/c2ccccc2Cl)SC1=S)NC1C=CS(=O)(=O)C1 (centres undefined)	1%	-9%	?	?	-2%	-4%
CCOC(=O)C1(Cc2ccc(Cl)cc2)CCN(CCCn2cccn2)CC1	8%	1%	96%[activator]	3.2µM*	-19%	-2%
Additional results follow.
SMILES	LmPK inh	Tb PYK inh	Pf growth 96h	HCV inh	Pf growth 48h	Sm TGR inh
Cc1ccc(C2SCC(=O)N2Cc2cn3ccsc3n2)o1 (centres undefined)	2%	8%	15µM*	-20%	-11%	?
O=C(c1cc([N+](=O)[O-])ccc1N1CCNCC1)N1CCOCC1	4%	-9%	-2%	5%	38%[activator]	-2%
COc1ccc(C(=O)CN2CCN(S(=O)(=O)c3cccc([N+](=O)[O-])c3)CC2)cc1	2%	0%	0%	?	12%	?
Cc1ccc(NC(=O)CSc2nnc3c(n2)[nH]c2ccccc23)cc1	10%	1%	31%[activator]	13%	12%	0%
COc1ccccc1Cc1nc(-c2cccnc2)no1	1%	-3%	6%	13%	?	30%
Cc1ccc(C(=O)Nc2cc(=O)n(C)c(=O)n2C)cc1C	3%	-2%	2%	-14%	nt	11%
COc1ccc(Cl)cc1NC(=O)CN(C(=O)c1ccco1)C1CCCCC1	1%	0%	0%	?	?	-23%
O=C(c1ccc(F)c(S(=O)(=O)N2CCOCC2)c1)N(CCc1ccccc1)Cc1ccccc1	nt	-3%	2.6µM*	?	?	-1%
c1cc2cn[nH]c2cc1NC1CCCCCC1	0%	-1%	?	6%	?	?
CCOC1C(=O)NC(=O)N1Cc1ccccc1 (centres undefined)	-1%	5%	64%[activator]	1%	42%	-3%
CSc1nc2sc3c(c2c(=S)[nH]1)CC(C)(C)OC3	-6%	-23%	5%	-16%	5%	0%
Cc1cc(C)nc(NS(=O)(=O)c2ccc(NC(=O)NC3CCCCC3)cc2)n1	1%	3%	-6%	-1%	1%	2%
COc1ccccc1CC1S/C(=N/N=C/c2ccco2)NC1=O (centres undefined)	8%	0%	26%	19%	-15%	4%
O=C(CSc1nnc2c(Cl)cc(Cl)cn12)N1CCOCC1	7%	3%	nt	8%	6%	5%
Cc1ccc(NC(=S)c2ccncc2)cc1	1%	-8%	52%[activator]	?	22%	2%

Source: PubChem BioAssay
